Screening data as filed in PubChem BioAssay.
L3MBTL1 inh: blocks human L3MBTL1. AlphaScreen L3MBTL1–H3K9me1 peptide binding. Potency, µM (series often up to 57.1 µM), without a hit: at the highest dose activity, negative = inhibition, usual class: inhibitors. 230,000 tested, 0.66% active. AID 485360; active = well fitted inhibition curve with a large enough effect; inconclusive = small, poorly fitted or top-dose-only effect; inactive = no such curve, though single readings can be large or run the other way; note: nearly all actives have a fitted effect of over 60% in size
Target sequence (Q9Y468 whole entry, looked up): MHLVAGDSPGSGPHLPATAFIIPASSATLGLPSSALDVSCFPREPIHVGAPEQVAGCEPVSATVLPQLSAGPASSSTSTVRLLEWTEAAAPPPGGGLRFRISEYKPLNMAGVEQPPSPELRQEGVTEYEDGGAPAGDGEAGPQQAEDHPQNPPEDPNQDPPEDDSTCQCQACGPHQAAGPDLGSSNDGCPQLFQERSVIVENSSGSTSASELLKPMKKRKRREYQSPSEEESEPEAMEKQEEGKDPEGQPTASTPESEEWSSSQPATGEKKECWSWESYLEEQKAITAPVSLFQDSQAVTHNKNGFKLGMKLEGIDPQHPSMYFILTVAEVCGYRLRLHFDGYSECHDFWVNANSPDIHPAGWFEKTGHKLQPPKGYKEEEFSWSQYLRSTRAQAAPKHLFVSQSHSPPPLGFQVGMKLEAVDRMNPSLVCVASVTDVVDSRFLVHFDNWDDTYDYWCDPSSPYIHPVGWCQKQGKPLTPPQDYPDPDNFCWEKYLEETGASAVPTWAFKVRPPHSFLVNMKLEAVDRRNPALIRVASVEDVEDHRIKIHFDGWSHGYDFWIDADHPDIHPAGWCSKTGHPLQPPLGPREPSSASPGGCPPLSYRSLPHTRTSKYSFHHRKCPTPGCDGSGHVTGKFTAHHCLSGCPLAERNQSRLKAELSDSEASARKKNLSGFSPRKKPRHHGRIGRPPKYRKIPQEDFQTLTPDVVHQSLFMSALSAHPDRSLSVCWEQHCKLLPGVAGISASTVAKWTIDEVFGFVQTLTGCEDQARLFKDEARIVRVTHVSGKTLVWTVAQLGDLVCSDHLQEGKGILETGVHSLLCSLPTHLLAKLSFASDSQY
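First, the protein-peptide complex forms for 30 min at room temperature (L3MBTL1 50 nM, biotinylated H3K9me1 peptide 75 nM). Next, compounds are pin-transferred and incubated 30 min. Finally, AlphaScreen beads are added and read after 30 min.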
* hit, by the source's call; ? = inconclusive; [ ] = another dose, or the depositor's remark. % is set by controls: 0 for no effect and ±100 for the full control effect; potency is the fitted concentration of half-maximal effect. Some of the compounds tested; count on the stated rates, not on these rows.

SMILES | L3MBTL1 inh
C[C@H](NC(=O)c1nc[nH]c1C(=O)NCC(=O)OCc1ccccc1)C(=O)OC(C)(C)C | 7%
CCN(CC)CCCN=C1N[C@@H](c2ccccc2)C(C(=O)OC)=C(C)N1CC | 4%
CC(C)CN(C(=O)C1=NN(c2ccccc2)C(=O)CC1)c1c(N)n(Cc2ccccc2)c(=O)[nH]c1=O | 31%[activator]
Cc1ccc(S(=O)(=O)N2CCC(C(=O)OCC(=O)NCc3ccco3)CC2)cc1C | -8%
COc1cccc(CC(=O)OCC(=O)NC(=O)c2ccc(OC(F)F)cc2)c1 | -3%
Cc1ccc(SCC(=O)Nc2nnc(-c3ccco3)o2)cc1 | -12%
COc1ccc(OC)c(C(=O)NC(CC(N)=O)c2ccc(N3CCN(c4ccc(F)cc4)CC3)c([N+](=O)[O-])c2)c1 (stereo not drawn) | -1%
O=C1CC/C=C\C[C@@H](CC(=O)N(CCO)Cc2ccccc2)C(=O)N[C@H](Cc2c[nH]c3ccccc23)CO1 | -4%
C[C@H](CO)N1C[C@H](C)[C@@H](CN(C)S(=O)(=O)c2ccc(F)cc2)Oc2ccc(NC(=O)c3ccncc3)cc2C1=O | -3%
Cc1cc2nc(N3CCN(C(=O)c4cccs4)CC3)sc2cc1C | ?
Cc1c(NS(=O)(=O)c2cccc(C(=O)N3CCCC3)c2)c(=O)n(-c2ccccc2)n1C | 6%
O=C(COC(=O)CNC(=O)c1ccc(Cl)c([N+](=O)[O-])c1)NC(=O)CN1CCCC1=O | 7%
COc1ccccc1C(CNC(=O)c1cccc(S(=O)(=O)Nc2ccc(F)cc2)c1)N(C)C (stereo not drawn) | -5%
Cc1ccc(NC(=O)Cn2nc(C(=O)O)c3ccccc3c2=O)cc1S(=O)(=O)N1CCOCC1 | 0%
CC[C@]12C(=O)N(C)C[C@H]([C@@H]3C(=O)N(C)C(=O)[C@@H]31)N2C(=O)c1ccc(C(F)(F)F)cc1 | 4%
O=C(Cn1cnc2ccccc21)OCC(=O)N1CCCCC1 | -10%
Cc1ccc(C(=O)C(C)OC(=O)Cc2n[nH]c(=O)c3ccccc23)cc1 (stereo not drawn) | -1%
CN(CC(=O)Nc1cccc(F)c1)C(=O)CC1CCCC1 | 5%
Cc1ccc2c(c1)N(C(=O)CCC(=O)NCCCN1CCC(Cc3ccccc3)CC1)CCO2 | -3%
CN(C(=O)COC(=O)C(C)(C)Oc1ccc(Cl)cc1)c1c(N)n(Cc2ccccc2)c(=O)[nH]c1=O | -4%
COc1ccc(S(=O)(=O)NCC2CCCO2)cc1NC(=O)c1ccc(Cl)cc1 (stereo not drawn) | -5%
O=C(CCS(=O)(=O)c1ccccc1)N(CCCN1CCOCC1)c1nc2ccccc2s1 | 3%
O=C(c1cc(-c2ccccc2)nn1-c1ccccc1)N1CCN(S(=O)(=O)c2cccc(F)c2)CC1 | 4%
COc1cccc(C(=O)Nc2ccccc2N2CCN(C(=O)c3ccccc3)CC2)c1 | -8%
CCCCN(C(=O)c1c(C)noc1C)c1c(N)n(CCC)c(=O)[nH]c1=O | 1%

(cont.)
SMILES | L3MBTL1 inh
CCc1cc(=O)[nH]c(SCC(=O)NCC2CCCO2)n1 (stereo not drawn) | 10%
Cc1ccc2c(c1)-n1c(nc3cc(C)ccc3c1=O)C(Cc1ccccc1)NC2=O (stereo not drawn) | -2%
Cc1nnc(NC(=O)c2cc(S(=O)(=O)N(C)C)ccc2N2CCCC2)s1 | 3%
CCOc1ccc(Nc2nc(-c3sc(N)nc3C)cs2)cc1 | -3%
OC(c1ccc(F)cc1)(C1CCCCC1)C(CN1CCOCC1)c1ccccc1 (stereo not drawn) | 7%[2.29 µM]
CC[C@@H]1[C@H]2CCCC(=O)N3CC[C@@H](C[C@@H]1Nc1ccccc1)[C@@H]23 | -6%
Cn1cncc1C#Cc1ccc2cc(CCO)oc(=O)c2c1 | -19%
CCOc1cc(C(=O)Nc2ccc(S(=O)(=O)NC3=NCCCCC3)cc2)cc(Br)c1OC | -4%
O=S(=O)(c1ccccc1)N1N=C(c2ccc(Cl)cc2)CC1c1ccco1 (stereo not drawn) | -6%
Cc1ccc2c(c1)[C@H]1[C@H](CO2)[C@H](c2ccccc2)[C@]2(C)C(=O)NCC(=O)N12 | 6%
CCc1nnc(NC(=O)CN2CCN(Cc3cccc(Cl)c3)CC2)s1 | -5%
Cc1noc(C)c1C(=O)OCC(=O)NCCc1ccc(S(N)(=O)=O)cc1 | 1%
Cc1sc2nc(SCC(=O)Nc3cccc(C(=O)O)c3)[nH]c(=O)c2c1C | -9%
COc1ccc(CCN(C)C(=O)COc2ccc(C(=O)c3ccccc3)cc2)cc1OC | 5%
O=S(=O)(Nc1ccc(-c2ccc3nncn3n2)cc1)c1ccc(Cl)s1 | 1%
CN(C)c1ccc(C(=O)NCC(c2cccs2)N2CCOCC2)cc1 (stereo not drawn) | -4%
COc1ccc([C@H]2CC(=O)C=C(C#CC(C)(C)C)C2)cc1 | 8%
O=C(Cn1[nH]c(=O)c2ccccc2c1=O)OCC(=O)c1ccc(F)cc1 | -10%
Brc1ccc(CNCC2CCCO2)cc1 (stereo not drawn) | 6%
COc1cccc(OCC(=O)NC2CCS(=O)(=O)C2)c1 (stereo not drawn) | 3%
COc1ccc([C@@H]2CC=C(C(=O)O)[C@H](c3ccc(F)cc3)N2S(=O)(=O)c2ccccc2C)cc1 | 11%
O=C1C=C(c2ccc(C(=O)O)cc2)C[C@@H](c2ccc(F)cc2)C1 | 9%
CC(=O)Nc1ccc(NC(=O)C(C)OC(=O)C2CCCC2)cc1 (stereo not drawn) | -1%
COc1ccc(S(=O)(=O)N2CCOCC2)cc1C(=O)N(C)CCOc1ccc(Cl)cc1 | 0%
CCC(C)[C@H](NC(=O)N1CC(=O)Nc2ccccc21)C(=O)N1CCC[C@H]1C(=O)O (stereo partly drawn) | -7%

In a second layout: 4 of the compounds above
COc1ccc([C@H]2CC(=O)C=C(C#CC(C)(C)C)C2)cc1
  L3MBTL1 inh: 8%

O=C(Cn1[nH]c(=O)c2ccccc2c1=O)OCC(=O)c1ccc(F)cc1
  L3MBTL1 inh: -10%

Brc1ccc(CNCC2CCCO2)cc1 (stereo not drawn)
  L3MBTL1 inh: 6%

COc1cccc(OCC(=O)NC2CCS(=O)(=O)C2)c1 (stereo not drawn)
  L3MBTL1 inh: 3%

Carrying on:
SMILES | L3MBTL1 inh
Cc1ccc(S(=O)(=O)N2CCN(C(=O)COC(=O)c3oc4ccccc4c3C)CC2)cc1 | -2%
O=C(NCc1ccco1)c1ccccc1SCC(=O)N1CCCC1 | 0%
COC(=O)c1ccn(CSc2cc(Cl)ccc2Cl)n1 | 9%
CCN(C(=O)COC(=O)CSc1ccccc1)c1c(N)n(Cc2ccccc2)c(=O)[nH]c1=O | 9%
O=C(CSC1=NS(=O)(=O)c2ccccc2N1)NCc1ccc(F)cc1 | -6%
O=S(=O)(c1ccc2c(c1)OCCO2)N1CCN(S(=O)(=O)c2ccc3c(c2)OCCO3)CC1 | -4%
CCCN(C(=O)c1cn(-c2ccccc2)nc1-c1ccc(OC)cc1)C1CCS(=O)(=O)C1 (stereo not drawn) | -9%
Cc1ccc(C)c(OCCC(=O)Nc2cc(S(=O)(=O)N3CCCCC3)ccc2C)c1 | 7%
Cc1cnc(C(=O)NCC(=O)Nc2ccccc2Br)cn1 | ?
O=C1C2C3CCC(O3)C2C(=O)N1c1cc(OCC(F)F)cc([N+](=O)[O-])c1 (stereo not drawn) | 4%
C[C@H](CO)N1C[C@H](C)[C@@H](CN(C)S(=O)(=O)c2ccccc2)Oc2ccc(NS(=O)(=O)c3cn(C)cn3)cc2C1=O | -8%
COCCCNC(=O)C[C@H]1C[C@H](C(=O)N(C(C)C)C(C)C)[C@@]2(C)c3[nH]c4cc(-c5ccco5)ccc4c3CCN2C1=O | -6%
CN(CC(=O)Nc1cccc(F)c1)C(=O)/C=C/c1ccc(Br)s1 | -5%
CCc1noc(C)c1C(=O)OCC(=O)Nc1c(F)cccc1F | 5%
CC1CCCCN1C(=O)c1cc(S(=O)(=O)N2CCOCC2)ccc1Cl (stereo not drawn) | 1%
Cc1ccc(S(=O)(=O)NCCC(=O)N2CCCC(C)C2)cc1 (stereo not drawn) | -2%
Cc1ccc(SCC(=O)NNC(=O)c2cncc(Br)c2)cc1 | 4%
COc1ccc(OCCC(=O)Nc2cc3c(cc2C(=O)O)OCCCO3)cc1 | 2%
CCN1C(=O)[C@@H]2[C@@H](c3ccc(-c4ccc(Cl)c(Cl)c4)cc3)N3CCCC[C@@]3(C(=O)OC)[C@@H]2C1=O | 4%
Cc1ccc(/C=C/C(=O)OCC(=O)NC(C)c2ccccc2)o1 (stereo not drawn) | -1%
O=C(NC1CCC(O)CC1)c1cc(-c2ccc(Cl)cc2)nc2ccccc12 (stereo not drawn) | 0%
O=[N+]([O-])c1ccccc1S(=O)(=O)N1CCN(Cc2ccccc2)CC1 | 0%
CCCN(CC(=O)Nc1ccccc1OC)C(=O)c1cccc(S(=O)(=O)Nc2ccc(OC)cc2)c1 | -5%
COc1ccc(NC(=O)COC(=O)CN2C(=O)C3CC=CCC3C2=O)c([N+](=O)[O-])c1 (stereo not drawn) | 1%
Cc1ccoc1C(=O)NCCNC(=O)c1occc1C | -5%

Ordered by SMILES length (highest first): some entries from above.
SMILES | L3MBTL1 inh
CCN1C(=O)[C@@H]2[C@@H](c3ccc(-c4ccc(Cl)c(Cl)c4)cc3)N3CCCC[C@@]3(C(=O)OC)[C@@H]2C1=O | 4%
COc1ccc(NC(=O)COC(=O)CN2C(=O)C3CC=CCC3C2=O)c([N+](=O)[O-])c1 (stereo not drawn) | 1%
O=C(NCc1ccco1)c1ccccc1SCC(=O)N1CCCC1 | 0%

Exported as tab-separated lines: part of the list above
Molecule	L3MBTL1 inh
CCN(C(=O)COC(=O)CSc1ccccc1)c1c(N)n(Cc2ccccc2)c(=O)[nH]c1=O	9%
O=C(CSC1=NS(=O)(=O)c2ccccc2N1)NCc1ccc(F)cc1	-6%
O=S(=O)(c1ccc2c(c1)OCCO2)N1CCN(S(=O)(=O)c2ccc3c(c2)OCCO3)CC1	-4%
CCCN(C(=O)c1cn(-c2ccccc2)nc1-c1ccc(OC)cc1)C1CCS(=O)(=O)C1 (stereo not drawn)	-9%

Additional structures follow.
SMILES | L3MBTL1 inh
CC1CCCCC1NC(=O)COC(=O)CN1C(=O)c2ccccc2C1=O (stereo not drawn) | 2%
COCCCNC(=O)CC1C[C@H](C(=O)N(C(C)C)C(C)C)[C@@]2(C)c3[nH]c4ccccc4c3CCN2C1=O (stereo partly drawn) | 2%
CC1CCCCN1C(=O)c1ccc(C(=O)c2ccccc2)cc1 (stereo not drawn) | -2%
Cc1ccc(NC(=O)COc2ccc3c(c2)OCO3)c(Cl)c1 | 0%
CC1CCc2cc(F)ccc2N1S(=O)(=O)c1ccc(F)cc1 (stereo not drawn) | 10%
O=C(/C=C/c1cccc([N+](=O)[O-])c1)c1ccco1 | 2%
CN(Cc1nc2ccccc2c(=O)[nH]1)C(=O)COc1ccccc1Cc1ccccc1 | -4%
C[C@H](CO)N1C[C@H](C)[C@@H](CN(C)C(=O)Nc2ccc3c(c2)OCO3)Oc2ccc(NS(=O)(=O)c3ccc(F)cc3)cc2C1=O | 3%
CC(C)[C@@H](C(=O)N1CCCC1)N1C(=O)N2CCc3c([nH]c4ccccc34)[C@@]2(C)C1=O | -1%
COC(=O)N1C(=O)[C@@](CC(C)C)(c2ccccc2)N1C(=O)OC | 10%
CN(CC(=O)NCCN1CCOCC1)S(=O)(=O)c1ccc(Cl)cc1 | 7%
Cc1ccc(NC(=O)CN(C)C(=O)C(C)N2CCN(Cc3ccccc3C)CC2)cc1 (stereo not drawn) | 3%
CCOc1ccc(NC(=O)CN(C)C(=O)c2nc3nc(C)cc(C)n3n2)cc1OCC | 2%
CC(=O)Nc1ccc(S(=O)(=O)N2CCN(c3nc(C)cc(C)n3)CC2)cc1 | -5%
CC(C)(CNC(=O)CNC(=O)C1CCCCC1)N1CCOCC1 | -3%
CCCN1C(=O)c2ccc(C(=O)Nc3cc(C)ccc3O)cc2C1=O | -15%
COc1ccccc1C(=O)NC(=O)COC(=O)CCOc1ccccc1C | 14%
CC(c1nnc(SCC(=O)c2c(N)n(C3CC3)c(=O)[nH]c2=O)n1-c1ccc(F)cc1)N(C)C (stereo not drawn) | -1%
CC(C)(C)[C@@H]1COC(=O)[C@H](Cc2ccc(F)cc2)CC/C=C\C[C@@H](CC(=O)N(CCO)Cc2ccccc2)C(=O)N1 | -2%
COc1ccc(C(CNC(=O)COc2ccccc2C)N2CCOCC2)cc1 (stereo not drawn) | 3%
O=C(Nc1ccc(N2CCOCC2)cc1)c1ccc(Cl)c(S(=O)(=O)N2CCCCC2)c1 | -7%
COc1cccc2[nH]c3ccccc3c(=O)c12 | 8%
Cc1ccsc1CNCC(O)c1ccccc1 (stereo not drawn) | 5%
COc1ccc2[nH]c3c(c2c1)CCN1C(=O)N([C@@H](C)C(=O)NCCc2ccc(OC)c(OC)c2)C(=O)[C@]31C | -6%
Cc1cc(F)ccc1S(=O)(=O)Nc1ccccc1C(=O)NC1CCN(Cc2ccccc2)CC1 | -3%

(more compounds)
SMILES | L3MBTL1 inh
CCCCN1CC(=O)N2[C@H]3c4cc(OC)ccc4OC[C@@H]3[C@H](C(=O)OCC)[C@]2(C)C1=O | 5%
CCn1c(Oc2ccccc2C)nc2c1c(=O)n(C)c(=O)n2C | -5%
O=C(COC(=O)c1cc(S(=O)(=O)N2CCOCC2)ccc1F)NC1CCCCC1 | 3%
COCCn1c(SCC(=O)Nc2ccc3[nH]c(=O)[nH]c3c2)nc2ccccc21 | -2%
COc1ccc(OC)c(S(=O)(=O)N2CCN(C)CC2c2ccccc2)c1 (stereo not drawn) | 3%
Cc1ccc(C(=O)OCC(=O)N2CCCCCC2)cc1S(=O)(=O)N1CCOCC1 | -7%
